Screens as filed in PubChem BioAssay.
PMI act satM6P: increases human PMI activity with near-saturating mannose 6-phosphate | coupled PMI enzyme assay, resazurin fluorescence, 20 min; active compounds read high; 1 = untreated enzyme, 0 = substrate-free blank | P34949 | AID 1216 | hit rate 0.34% among 190,000 | activation factor at 20 µM;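 active = activation factor of 2 or more at 20 µM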
Target sequence (P34949 whole entry, looked up): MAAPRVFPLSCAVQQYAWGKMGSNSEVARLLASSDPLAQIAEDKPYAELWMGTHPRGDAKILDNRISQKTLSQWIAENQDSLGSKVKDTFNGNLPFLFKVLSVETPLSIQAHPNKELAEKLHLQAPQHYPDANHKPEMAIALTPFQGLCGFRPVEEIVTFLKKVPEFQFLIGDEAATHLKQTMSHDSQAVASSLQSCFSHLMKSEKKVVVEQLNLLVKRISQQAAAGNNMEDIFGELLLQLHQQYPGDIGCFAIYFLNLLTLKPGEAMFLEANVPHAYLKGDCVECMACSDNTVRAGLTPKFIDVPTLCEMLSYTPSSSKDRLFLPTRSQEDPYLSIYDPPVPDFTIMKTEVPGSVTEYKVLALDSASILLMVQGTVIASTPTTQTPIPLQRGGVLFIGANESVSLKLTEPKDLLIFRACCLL
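Technique: Diaphorase-driven resazurin-to-resorufin fluorescence, excitation 544, emission 590 nm | Assay system: Human PMI in coupled enzyme assay | Times: Enzyme reaction with compound 20 min at room temperature | Medium: HEPES-buffered pH 7.4 with magnesium and detergent | Reagent: Mannose-6-phosphate 1.0 mM (near-saturating) plus 0.22 mM NADP+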
Hsp70 activator: Hsp70 transcriptional activation, primary screen. activation, % at 10 µM. HeLa Hsp70 promoter luciferase reporter, luminescence; scaled: vehicle 0, proteasome-inhibitor control 100%. hit rate 0.04% among 200,000;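 active = activation above the mean across all tested compounds plus 3 SD, cutoff set per campaign, cut at about 5.5% in these data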;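 note: 100% = MG132 at 30 µM as the positive control and 0% = DMSO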
G6PDH counter: counter-screen for G6PDH assay hits: L. mesenteroides G6PDH inhibition; inhibition, % at 5 µM; hit rate 0.12% among 200,000; Purified L. mesenteroides G6PDH, diaphorase/resazurin coupled fluorescence, 45 min
PMI activator: increases human mannose-6-phosphate isomerase activity; P34949; purified human PMI, coupled resazurin fluorescence, 20 min; active compounds read high; 1 = vehicle control, 0 substrate-free wells; activation factor at 20 µM; hit rate 0.005% among 190,000;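 active = activation factor of 2 or more at 20 µM, relative to plate controls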
Diaphorase act: activates diaphorase or chemically reduces, flagging diaphorase assay artifacts | hit rate 0.005% among 190,000 | Diaphorase/resazurin coupled assay, resorufin fluorescence, 16 min; active compounds read high; 1 = vehicle wells, 0 = NADH-free wells | activation factor at 20 µM;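 active = diaphorase activity raised at least twofold by the compound at 20 µM; inactive = activation factor below 2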
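Test system: Clostridium kluyveri diaphorase, purified enzyme. Buffer or medium: 50 mM HEPES pH 7.4 buffer plus MgCl2 and Tween 20. Also added: 0.114 mM NADH and 0.1 mM resazurin, final amounts. Dosing: compound 20 µM once, DMSO 1%. Schedule: 16 min enzyme reaction, ambient temperature. Detection: fluorescence of resorufin, 544 nm excitation, 590 nm emission.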
DTT redox prof: compounds producing H2O2 with reducing agent – biochemical, NIH compound library profiling, artefact control for MLSCN library redox annotation, primary screen; activation, % at 10 µM; DTT-dependent redox cycling H2O2, phenol red/HRP absorbance; 100% = 100 µM peroxide control, 0% = buffer; hit rate 0.03% among 200,000;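 active = activation of at least 50% relative to the plate's high and low controls in the primary single-dose screen; inactive = activation below 50%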;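 note: compound incubated with DTT at 0.8 mM final as the reducing agent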
RAM inhibit: inhibitors of the yeast RAM network. S. cerevisiae dse1pr::URA3 reporter, 5-FOA growth OD615, 2 d; analog-sensitive cbk1-as2 kinase mutant strain. inhibition, % at 50 µM. hit rate 1.8% among 190,000. AID 868;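 active = inhibition above a set limit, 3 SD over mean compound inhibition, cut at about 8.4% in these data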;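 note: 0% = DMSO-only wells with no growth and 100% = 10 µM 1-NA-PP1 full growth; inhibition rescues growth on 5-FOA so higher OD means more RAM inhibition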
S1P3 antagonist: S1P3 (human) receptor antagonism. Q99500. CHO S1P3 NFAT-BLA reporter, FRET fluorescence, antagonist mode. inhibition, % at 4.98 µM. hit rate 0.27% among 170,000;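 active = inhibition above the plate cutoff, the mean inhibition of test wells on that plate plus 3 SD, cut at about 28% in these data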;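 note: cells challenged with S1P at its EC80 of 0.8 µM; blue over green emission ratio from cleaved BLA substrate after 4 h stimulation; 0% = S1P-stimulated wells and 100% = unstimulated DMSO-only wells; some compounds past the cut are filed as inactive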
Target sequence (Q99500 whole entry, looked up): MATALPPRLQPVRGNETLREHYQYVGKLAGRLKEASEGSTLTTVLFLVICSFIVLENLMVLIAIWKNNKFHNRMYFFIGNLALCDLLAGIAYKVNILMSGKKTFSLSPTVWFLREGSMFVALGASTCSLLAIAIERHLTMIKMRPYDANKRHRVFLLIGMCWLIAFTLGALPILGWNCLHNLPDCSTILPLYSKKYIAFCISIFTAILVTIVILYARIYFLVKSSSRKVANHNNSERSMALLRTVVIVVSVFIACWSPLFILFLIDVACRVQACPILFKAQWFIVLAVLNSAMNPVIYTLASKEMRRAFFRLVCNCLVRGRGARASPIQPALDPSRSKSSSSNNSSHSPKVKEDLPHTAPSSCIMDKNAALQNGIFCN
TLR4-MyD88 BLA: blocks binding of human TLR4 to MyD88; hit rate 0.18% among 200,000; AID 861; HeLa CL3-4 TLR4/MyD88 BLA complementation, FRET ratio; inhibition, % at 8.4 µM; in the data active = inhibition above about 25%;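 note: 0% = vehicle and 100% = reference inhibitor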
L major viab: reduces viability of Leishmania major promastigotes | resazurin fluorescence viability | inhibition, % at 10 µM | hit rate 9% among 200,000;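 note: promastigotes grown with compound for 44 hours at 28 °C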
Diaph inh CS: counter-screen for diaphorase-based assays: diaphorase inhibitors and chemical oxidizers | diaphorase resazurin-to-resorufin fluorescence, NADH, 16 min; bacterial (C. kluyveri) enzyme, not human | inhibition, % at 20 µM | hit rate 0.69% among 190,000;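 active = primary screen inhibition at 20 µM above a set limit, cut at about 50% in these data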;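 note: plate controls were DMSO with full reaction for no effect and wells lacking NADH for full effect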
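Test system: bacterial diaphorase enzyme (C. kluyveri); Quantity: 0.14 U/mL diaphorase, enzyme working solution; Times: reaction incubation of 16 min at room temperature; Measured by: fluorescence of resorufin formed from resazurin, Ex 544/Em 590 nm; Benchmarks: positive control minus NADH, DMSO neutral control.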
An asterisk follows results filed as active; . = not tested or not shown. Cut-off read from the data, not from the text of the source, unless noted: active = inhibition above about 50%; inactive = the rest. Not a hit list. Share with any hit: about 12%.

| entry | structure | PMI act satM6P | Hsp70 activator | G6PDH counter | PMI activator | Diaphorase act | DTT redox prof | RAM inhibit | S1P3 antagonist | TLR4-MyD88 BLA | L major viab | Diaph inh CS |
| --- | --- | --- | --- | --- | --- | --- | --- | --- | --- | --- | --- | --- |
| 1 | Cn1c(=O)c2c(nc(NC3CCCCC3)n2CC(=O)C23CC4CC(CC(C4)C2)C3)n(C)c1=O | 1 | 0.0 | 5.6 | 1 | 0.9 | 3.2 | 4.2 | 4.8 | -14.8 | 33.9 | 9.5 |
| 2 | O=C(CN1CCSC1=NCc1ccccc1)c1ccc(Cl)c(Cl)c1 | 1.3 | -0.1 | 0.7 | 1 | 1 | 0.2 | -1.0 | -8.8 | -0.5 | 2.5 | 0.4 |
| 3 | Cc1ccc(NC(=O)C(OC(=O)c2ccc(F)cc2)c2ccccc2)cc1Cl (stereo not drawn) | 1 | 0.0 | -4.7 | 0.9 | 0.9 | 0.9 | -0.1 | 35.5* | -1.7 | 4.3 | 9.1 |
| 4 | CCOC(=O)C(=NC(C)(C)C)NNc1cc(Cl)ccc1Cl | 1.5 | -0.2 | 7.5 | 1.2 | 0.8 | -0.1 | 1.4 | 21.5 | -14.4 | -3.1 | 17.1 |
| 5 | CC(=O)Nc1ccc(Nc2ncnc3c2cnn3-c2ccccc2)cc1 | 1 | 0.2 | 7.6 | 1 | 0.9 | 1.9 | 3.9 | 0.5 | -10.8 | 8.8 | 7.4 |
| 6 | Cc1ccc(Cn2c(=O)oc3ccccc32)cc1 | 0.9 | -0.2 | 0.2 | 1 | 0.8 | -0.8 | 1.9 | 0.8 | -0.2 | -5.6 | 17.0 |
| 7 | COC(=O)C1CCN(Cc2ccc(C)cc2)CC1 | 1 | 0.0 | 1.3 | 1 | 0.9 | -2.8 | 1.5 | . | -6.0 | 90.8* | 8.0 |
| 8 | O=C(Nc1ccc(F)cc1F)c1ccco1 | 0.9 | -0.4 | 2.7 | 0.9 | 0.9 | 0.7 | 1.3 | 0.3 | 9.9 | -5.7 | 13.5 |
| 9 | O=C(N/N=C/c1cccc([N+](=O)[O-])c1)C1CC1c1ccccc1 (stereo not drawn) | 0.9 | -0.3 | 13.4 | 0.9 | 0.9 | 0.1 | 0.4 | -431.5 | -6.7 | 1.8 | 5.2 |
| 10 | Cc1ccc(-n2c(C)cc(=O)cc2C)c(C)c1 | 1 | 0.5 | 14.8 | 0.8 | 0.9 | 0.1 | 2.5 | -13.9 | -0.2 | -6.8 | 7.9 |

The list goes on, overlapping the part above by 4 compounds.
| entry | structure | PMI act satM6P | Hsp70 activator | G6PDH counter | PMI activator | Diaphorase act | DTT redox prof | RAM inhibit | S1P3 antagonist | TLR4-MyD88 BLA | L major viab | Diaph inh CS |
| --- | --- | --- | --- | --- | --- | --- | --- | --- | --- | --- | --- | --- |
| 7 | COC(=O)C1CCN(Cc2ccc(C)cc2)CC1 | 1 | 0.0 | 1.3 | 1 | 0.9 | -2.8 | 1.5 | . | -6.0 | 90.8* | 8.0 |
| 8 | O=C(Nc1ccc(F)cc1F)c1ccco1 | 0.9 | -0.4 | 2.7 | 0.9 | 0.9 | 0.7 | 1.3 | 0.3 | 9.9 | -5.7 | 13.5 |
| 9 | O=C(N/N=C/c1cccc([N+](=O)[O-])c1)C1CC1c1ccccc1 (stereo not drawn) | 0.9 | -0.3 | 13.4 | 0.9 | 0.9 | 0.1 | 0.4 | -431.5 | -6.7 | 1.8 | 5.2 |
| 10 | Cc1ccc(-n2c(C)cc(=O)cc2C)c(C)c1 | 1 | 0.5 | 14.8 | 0.8 | 0.9 | 0.1 | 2.5 | -13.9 | -0.2 | -6.8 | 7.9 |
| 11 | Cc1ccc(-c2ccc(OCC(=O)N3CCOCC3)cc2)cc1 | 0.9 | 0.0 | 6.5 | 0.9 | 0.9 | 1.6 | -0.3 | -33.8 | -12.6 | 7.6 | 11.1 |
| 12 | CC(CN1CCN(c2ccccc2)CC1)c1ccccc1 (stereo not drawn) | 1.3 | -0.1 | 7.7 | 1.3 | 1.2 | -4.8 | 1.6 | . | -1.3 | 2.7 | -20.2 |
| 13 | COc1cc2c(cc1NC(=O)COC(=O)CNS(=O)(=O)c1ccc(C)cc1)oc1ccccc12 | 1 | 0.2 | -31.2 | 0.8 | 0.6 | 0.1 | 1.9 | -2.6 | -0.1 | -0.4 | 36.0 |
| 14 | O=C(NCc1ccccc1)N1CCC(c2nc3ccccc3[nH]2)CC1 | 1 | -0.3 | 15.7 | 1.1 | 1 | -1.0 | 3.3 | 7.1 | -3.4 | 2.6 | 3.4 |
| 15 | Cc1cccc(NC(=O)c2ccccc2[N+](=O)[O-])n1 | 1.1 | 0.2 | -0.1 | 1 | 1 | -5.2 | 0.5 | . | 3.2 | -8.4 | 0.4 |
| 16 | Cc1ccc(C(=O)OCC(=O)c2ccc(Cl)s2)s1 | 0.9 | 0.1 | 0.0 | 0.8 | 0.7 | 2.2 | 0.4 | -10.0 | 1.3 | 92.4* | 26.0 |
| 17 | CC(NS(=O)(=O)c1ccc([N+](=O)[O-])cc1)C(c1cccs1)N1CCOCC1 (stereo not drawn) | 1 | -0.2 | 7.2 | 1.1 | 0.9 | -0.7 | 0.9 | -3.1 | -10.4 | -2.1 | 5.1 |
| 18 | COc1ccc(NC(=O)c2cccc(S(=O)(=O)N3CCOCC3)c2)cn1 | 1 | -0.3 | -1.1 | 1 | 0.8 | 1.3 | 2.1 | . | -10.2 | -4.4 | 15.5 |
| 19 | Cc1c(NC(=S)Nc2ccccc2C(F)(F)F)cccc1[N+](=O)[O-] | 1 | 0.0 | 8.7 | 0.9 | 1 | 0.6 | 0.2 | -3.5 | 8.4 | 0.1 | -2.7 |
| 20 | Cc1ccc(Cl)cc1N1CCN(Cc2nc3ccsc3c(=O)[nH]2)CC1 | 1 | -0.2 | -3.5 | 1 | 0.8 | 0.7 | 0.1 | . | 2.2 | 24.0 | 16.9 |
| 21 | Cc1n[nH]c(=O)nc1N/N=C/c1ccc(O)c([N+](=O)[O-])c1 | 1.1 | 0.1 | -3.8 | 1 | 0.9 | 1.2 | 1.9 | 1.1 | 2.3 | -5.9 | 6.0 |
| 22 | Fc1ccc(-c2csc(N3CCSCC3)n2)cc1 | 0.9 | -0.2 | 0.9 | 0.9 | 0.9 | -1.2 | 1.4 | -1.9 | 8.4 | 3.9 | 10.2 |
| 23 | CCC1(CC)Cc2ccccc2C(=C(C#N)C#N)N1 | 1 | -0.1 | -5.5 | 1 | 0.9 | 1.8 | 0.5 | . | 1.5 | 3.7 | 7.6 |
| 24 | Clc1ccc2c(NCc3ccco3)ncnc2c1 | 1.1 | -0.3 | -5.4 | 1.1 | 1.1 | 2.0 | 0.1 | . | -4.8 | 19.6 | -9.1 |
| 25 | Cc1nn(CCO)c2c1C(=O)CCC2 | 0.9 | -0.2 | -3.2 | 0.9 | 0.9 | 0.4 | 1.5 | . | -1.5 | -5.1 | 6.2 |
| 26 | CCn1c(=N)c(S(=O)(=O)c2ccccc2)cc2c(=O)n3ccccc3nc21 | 1.1 | -0.1 | -0.1 | 1 | 1 | 0.4 | 2.2 | -11.7 | -18.6 | 8.5 | 2.8 |
| 27 | Cc1cccc(OCC(=O)Nc2ccc(C(=O)NCc3cccnc3)cc2)c1 | 1.1 | -0.2 | 0.4 | 1 | 1.1 | 1.6 | 0.3 | . | 4.6 | -2.3 | -14.1 |
| 28 | CCC(C)(C)NC(=O)c1ccc2c(c1)OCCO2 | 0.9 | 0.2 | 3.9 | 0.9 | 0.9 | -1.1 | 2.2 | 2.9 | -9.1 | -10.4 | 10.7 |
| 29 | CCN(CC)S(=O)(=O)c1ccc(NC(=O)[C@@H](NC(=O)c2cc(OC)cc(OC)c2)C(C)C)cc1 | 0.9 | 1.2 | 2.3 | 0.9 | 0.9 | 0.4 | 2.8 | -9.8 | -2.3 | 5.1 | 13.8 |
| 30 | O=c1/c(=C/c2ccc(O)c([N+](=O)[O-])c2)sc2nc3ccccc3n12 | 1 | -0.1 | 1.3 | 1 | -0.1 | -2.0 | 1.4 | -13.1 | 18.9 | 11.5 | 112.8* |
| 31 | Cc1cccc(C)c1OCCn1nc(C(=O)O)c2ccccc2c1=O | 1 | -0.3 | -0.9 | 1 | 0.9 | -2.1 | 10.2* | . | -6.3 | 1.8 | 10.7 |
| 32 | COc1ccc(OC)c(NC(=O)COC(=O)c2c3c(nc4ccccc24)CCCC3)c1 | 0.8 | -0.3 | -1.3 | 0.8 | 0.7 | 2.1 | 0.0 | . | 7.8 | 8.8 | 30.9 |
| 33 | O=C(c1ccc2c(c1)OCCO2)C1CCN(C(=O)c2ccc(F)cc2)CC1 | 0.9 | -0.2 | -8.3 | 0.9 | 0.9 | 0.4 | 2.1 | -15.9 | 4.0 | 21.4 | 7.0 |
| 34 | COc1ccc(S(=O)(=O)n2ccc(C(C)Oc3ccc(-c4ccccc4)c(F)c3)n2)cc1 (stereo not drawn) | 0.8 | -0.3 | -10.5 | 0.9 | 0.9 | -1.9 | 4.2 | . | 0.9 | 1.4 | 11.6 |
| 35 | CNC(=O)c1ccc(-c2nc(-c3ccccc3)cs2)cc1 | 1.1 | 0.0 | -5.0 | 1 | 1 | -0.7 | 0.4 | -20.1 | 8.2 | 12.6 | 3.0 |
